Compound activity (PubChem)
ATG4B inh: blocks human ATG4B protease cleavage of LC3 substrate; Q9Y4P1; ATG4B cleavage of LC3-PLA2, NBD-HPC fluorescence, 1 h; inhibition, % at 8.33 µM; 340,000 tested, 0.51% active; in the data active means inhibition above about 40%
Target sequence (Q9Y4P1 whole entry, looked up): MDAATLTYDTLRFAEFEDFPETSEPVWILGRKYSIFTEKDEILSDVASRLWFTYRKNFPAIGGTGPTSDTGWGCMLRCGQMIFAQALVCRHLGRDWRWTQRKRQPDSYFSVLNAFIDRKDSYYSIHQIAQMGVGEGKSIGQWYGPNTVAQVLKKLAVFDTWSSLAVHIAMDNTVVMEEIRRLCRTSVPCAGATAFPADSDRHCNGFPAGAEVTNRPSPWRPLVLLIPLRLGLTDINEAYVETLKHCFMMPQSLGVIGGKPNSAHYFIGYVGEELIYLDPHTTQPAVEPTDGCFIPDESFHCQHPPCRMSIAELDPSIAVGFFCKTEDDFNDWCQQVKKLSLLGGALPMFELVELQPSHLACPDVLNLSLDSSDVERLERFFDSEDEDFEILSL
mIAP inh: blocks mouse intestinal alkaline phosphatase; purified mouse IAP, CDP-Star luminescence, 30 min; inhibition, % at 10 µM; 330,000 tested, 0.2% active; AID 2806;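 active means inhibition of at least 40% at 10 µM in the primary screen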;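 further: plate controls were DMSO with enzyme for no effect and no enzyme wells for full effect; values of inactives mirror those of a sister screen read the other way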
PfGluPho inh: PfG6PD (Plasmodium falciparum) enzyme inhibition | PfGluPho enzyme, NADPH resazurin-diaphorase fluorescence | inhibition, % at 20 µM | 350,000 tested, 0.78% active;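 active means inhibition reaching at least a set limit at 20 µM in the primary screen, cut at about 59% in these data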;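 further: 0% = DMSO wells with substrate and 100% = DMSO wells lacking glucose-6-phosphate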
A3A deaminase: inhibitors of human APOBEC3A DNA deaminase; P31941; recombinant A3A, FAM/TAMRA ssDNA deamination fluorescence; inhibition, % at 20 µM; 330,000 tested, 0.41% active; AID 493011;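 active means at least 40% inhibition at 20 µM here, with at most 30% in a related deaminase screen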;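 further: plate controls were A3A with DMSO for no effect and wells lacking A3A enzyme for full effect; some results filed as inactive read as strong as hits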
hIAP block: human IAP inhibition. inhibition, % at 10 µM. P09923. 330,000 tested, 0.12% active. AID 2544. purified IAP, CDP-Star luminescence, 30 min;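 active means inhibition reaching a set limit with compound at 10 µM in the primary screen, cut at about 35% in these data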;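 further: plate controls were DMSO wells with enzyme for no effect and no-enzyme buffer wells for full effect; values of inactives mirror those of a sister screen read the other way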
Target sequence (P09923 whole entry, looked up): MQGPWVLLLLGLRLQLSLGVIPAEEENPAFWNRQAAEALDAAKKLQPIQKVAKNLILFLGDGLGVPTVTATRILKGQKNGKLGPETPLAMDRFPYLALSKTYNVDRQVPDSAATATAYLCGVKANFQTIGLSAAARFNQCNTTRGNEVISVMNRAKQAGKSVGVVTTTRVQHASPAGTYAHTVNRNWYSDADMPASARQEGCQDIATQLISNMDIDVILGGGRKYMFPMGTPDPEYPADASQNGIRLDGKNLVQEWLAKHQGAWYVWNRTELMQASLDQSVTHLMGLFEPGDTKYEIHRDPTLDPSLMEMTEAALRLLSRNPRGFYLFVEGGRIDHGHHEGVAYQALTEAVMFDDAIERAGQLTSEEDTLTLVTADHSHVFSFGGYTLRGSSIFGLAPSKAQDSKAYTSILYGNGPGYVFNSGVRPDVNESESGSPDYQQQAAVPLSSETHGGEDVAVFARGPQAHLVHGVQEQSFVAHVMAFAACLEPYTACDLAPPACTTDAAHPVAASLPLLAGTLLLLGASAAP
HKDC1 inh: blocks human hexokinase HKDC1 activity; AID 493160; recombinant HKDC1, G6PDH/diaphorase resazurin coupled fluorescence; 340,000 tested, 0.16% active; inhibition, % at 20 µM;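 active means inhibition above about 35% when tested at 20 µM, limit read from the data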;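 further: plate controls were DMSO wells with enzyme for no effect and DMSO wells lacking enzyme for full effect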
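Test system: recombinant HKDC1 (HK5) hexokinase enzyme, produced in-house; Amount: enzyme 5 µg/mL final; Buffer or medium: Tris pH 8.0 buffer with MgCl2, Tween-20, BSA, BME; Reagent: glucose and ATP substrates; Doses: 20 µM test compound, 1% DMSO; Incubation: 90 min reaction incubation at room temperature, dark; Detection: resorufin fluorescence at 613 nm.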
mIAP activ: increases mouse intestinal alkaline phosphatase activity; muIAP, CDP-Star luminescence, 30 min; stronger effect = higher value; 1 = vehicle-only enzyme signal, 0 = enzyme-free wells; AID 2805; 330,000 tested, 0.24% active; activation factor at 10 µM;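 active means activation factor of at least 2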; further: the source names both 10 and 20 µM as test concentration; values of inactives mirror those of a sister screen read the other way
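also added = chemiluminescent substrate CDP-Star | test system = mouse IAP enzyme | signal = chemiluminescence readout | compound = DMSO-dissolved test compounds | incubation = 30 min at room temperature | benchmarks = DMSO wells, no-enzyme wells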
hIAP act: human IAP activation. P09923. purified human IAP, CDP-Star luminescence, 30 min; stronger effect = higher value; 1 = vehicle-only enzyme, 0 = enzyme-free background. activation factor at 10 µM. 330,000 tested, 0.16% active. AID 2524;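 active means activation factor of the enzyme at least 2-fold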; further: the source names both 10 and 20 µM as test concentration; values of inactives mirror those of a sister screen read the other way
An asterisk follows results filed as active; i = inactive; · = no result given.

Below each compound – ATG4B inh, mIAP inh, PfGluPho inh, A3A deaminase, hIAP block, HKDC1 inh, mIAP activ, hIAP act
> CC1=C(C(=O)Nc2ccccc2)C(c2cc(CN3CCOCC3)cs2)C2=C(CCCC2=O)N1 (stereo not given)
  -6, 11, -7, 0, 6, -2, 0.89, 0.94
> O=C(COC(=O)c1cc([N+](=O)[O-])ccc1NCCO)NCc1cccs1
  -4, -1, 8, 1, 9, -8, 1, 0.91
> COc1ccc(CNC(=O)N2CCN(S(=O)(=O)c3ccc(C)cc3C)CC2)cc1
  0, -13, -14, -1, -9, 0, 1.1, 1.1
> COC(=O)CN(c1cc(OC)ccc1OC)S(=O)(=O)c1ccc(OC)c(OC)c1
  6, -10, -23, 3, 5, 1, 1.1, 0.95
> CCOc1ccc(C2N(c3ccc(F)cc3)C(=O)C3CCCN32)cc1OC (stereo not given)
  -6, 0, -10, -4, 4, -6, 0.99, 0.96
> CC1(C)NC(=O)N(CC(O)COc2cccc(F)c2)C1=O (stereo not given)
  2, -8, 5, -4, -12, -4, 1.1, 1.1
> Cc1nc(C)n(CC(=O)N2CCCC(C(=O)c3cccc4ccccc34)C2)n1 (stereo not given)
  21, 3, -3, -1, 0, -1, 0.97, 1
> C#CCOCCOCCOCCNc1nc(N2CCN(C(=O)CCCCCCCCCCNC(=O)[C@H]([C@@H](C)CC)n3cc(CCCCCN)nn3)CC2)nc(N2CCN(C(=O)CCCCCCCCCCNC(=O)[C@@H]([C@H](C)CC)n3cc(CCCCCN)nn3)CC2)n1
  ·, i, ·, -4, 3, ·, 6.6*, 0.97
> O=C(Nc1nnc(-c2ccc(Br)cc2)o1)c1ccco1
  2, 6, -14, -5, 6, -3, 0.94, 0.94
> c1ccc(-c2nc(NCc3ccco3)c3oc4ccccc4c3n2)cc1
  11, -1, 22, -2, -2, 17, 1, 1
> O=C(CN1CCN(C(=O)c2ccco2)CC1)NCc1ccc(Cl)cc1
  -5, 0, -1, 0, -13, 4, 1, 1.1
> Cc1cc(C)n(S(=O)(=O)c2ccc(C)c(C)c2)n1
  4, 3, -18, -8, 2, 4, 0.97, 0.98
> COc1cccc(-c2nc(CS(=O)(=O)CC(=O)NCCCOC(C)C)c(C)o2)c1
  -12, 14, 1, -2, 12, -4, 0.86, 0.88
> O=C(NCCCN1CCOCC1)c1nn2c(C(F)(F)F)cc(-c3ccco3)nc2c1Cl
  -11, 12, -7, -4, 15, -1, 0.88, 0.85
> C(=N\Nc1ncnc2sc3c(c12)CCC3)/c1ccncc1
  18, 8, 32, -4, -3, -5, 0.92, 1
> CC(C)OC(=O)c1cc(Cl)c(=O)n(Cc2ccc(Cl)cc2Cl)c1
  -1, 1, 2, 0, 9, -1, 0.99, 0.91
> Oc1ccc(/C=N/NC(=S)N/N=C/c2ccc(O)cc2)cc1
  -15, 12, 7, -1, -10, -29, 0.88, 1.1
> C=CCNCC(=O)N1N=C(c2ccc3ccccc3c2)CC1c1ccc(OC)cc1 (stereo not given)
  2, 9, 18, 0, -5, 6, 0.91, 1.1
> NC(=O)N/N=C/C=C/c1ccccc1
  -17, -5, 3, 2, 8, -3, 1, 0.92
> c1ccc(Cn2cc(CSc3ccccc3)nn2)cc1
  -9, -8, 13, 14, -1, -1, 1.1, 1

The listing continues:
Below each compound – ATG4B inh, mIAP inh, PfGluPho inh, A3A deaminase, hIAP block, HKDC1 inh, mIAP activ, hIAP act
> O=C(/C=C/c1ccco1)Nc1ccccc1N1CCCCC1
  1, 9, 13, 5, 3, -6, 0.91, 0.97
> CNC(=S)N(C)/N=C1/C(=O)N(Cc2c(Cl)cccc2Cl)c2ccccc21
  -10, 15, 41, -3, 13, 12, 0.85, 0.87
> Cc1nn(C)c(C)c1CNC(=O)Nc1ccc(Cl)cc1
  2, -33, -19, -5, -5, -2, 1.3, 1
> CCN(CC)CCCNC(=O)c1cc(-c2ccc(O)cc2)on1
  -4, -6, 2, -3, 2, -9, 1.1, 0.98
> CN(Cc1cccc2ncccc12)C(=O)CC1C(=O)NCCN1Cc1ccc(F)cc1 (stereo not given)
  9, -12, -10, 1, 11, -13, 1.1, 0.89
> CS(=O)(=O)c1ccc(CNC(=O)[C@]2(C(F)(F)F)C[C@H](CCc3ccccc3)CCCO2)cc1
  3, 1, -7, -2, 22, 5, 0.99, 0.78
> COc1ccc(C(=O)NC2CCCc3ccccc32)c(OC)c1OC (stereo not given)
  8, 0, -41, -4, 3, 3, 0.99, 0.97
> COc1ccccc1NC(=O)N1CCCC1C(=O)NCc1cccs1 (stereo not given)
  -10, -7, -4, 1, 8, -5, 1.1, 0.92
> CN1CCC(OC(=O)c2cccc(Br)c2)CC1
  -1, -4, -8, 3, -7, -4, 1, 1.1
> Cc1cccc(NC(=O)C2CC(O)CN2C(=O)Oc2ccccc2)c1 (stereo not given)
  -4, 5, 5, -1, -5, -5, 0.95, 1
> COC(=O)c1cc(N2CCN(C)CC2)nc2ccccc12
  8, 12, 8, 1, 8, -2, 0.88, 0.92
> Cc1cccc2cc(C#N)c(N3CCC(O)CC3)nc12
  1, -2, 8, -1, -15, 0, 1, 1.1
> CCc1cccc2c(C(=O)CSc3nnc(C4CC4)o3)c[nH]c12
  -6, 0, 57, 1, -3, 3, 1, 1
> Cc1ccc(C(C(=O)NC2CCCCC2)N(Cc2ccccc2)C(=O)Cc2c[nH]c3ccccc23)o1 (stereo not given)
  32, -26, 22, -6, -12, 1, 1.3, 1.1
> COc1ccc(/C=C/C(=O)Nc2ccc(C34CC5CC(CC(O)(C5)C3)C4)cc2)cc1OC
  -38, 9, -4, -2, -42, 10, 0.91, 1.4
> CC(C)(C)NC(=O)C1CCC(C)(C(=O)O)C1(C)C (stereo not given)
  2, 6, -15, -3, -6, -5, 0.94, 1.1
> CCN(CC)CC(=O)Nc1ccc(Oc2ccc(NC(=O)CN(CC)CC)cc2)cc1
  -1, -3, -13, -3, 7, -1, 1, 0.93
> CCCC(NC(=O)c1ccccc1)c1nc2ccccc2n1Cc1ccc(C(=O)OC)o1 (stereo not given)
  -5, 5, -9, 3, -13, 1, 0.95, 1.1
> CS(=O)(=O)c1ccc(C(=O)NCC2(N3CCOCC3)CCCCC2)cc1
  -4, -1, 6, -2, -15, -2, 1, 1.2
> CCC(Oc1ccccc1)C(=O)Nc1nnc(C)s1 (stereo not given)
  -2, -4, -10, -3, -6, -1, 1, 1.1

(more compounds)
Below each compound – ATG4B inh, mIAP inh, PfGluPho inh, A3A deaminase, hIAP block, HKDC1 inh, mIAP activ, hIAP act
> C=CCn1c(C)cc(C(=O)COc2ccc(S(=O)(=O)N3CCCC3)cc2[N+](=O)[O-])c1C
  6, 13, 6, 3, 5, -3, 0.87, 0.95
> COc1ccc(C(=O)NCCNc2ncc(C(F)(F)F)cc2Cl)cc1[N+](=O)[O-]
  -10, -1, 24, -5, 4, 2, 1, 0.96
> CCOC(=O)c1cnc2ccc(C(=O)OC)cc2c1NCCc1ccc(OC)c(OC)c1
  -21, -4, 18, 1, -6, -8, 1, 1.1
> Cc1ccc(S(=O)(=O)N(C)C[C@@H]2Oc3ccc(NC(=O)CCC(F)(F)F)cc3CC(=O)N([C@@H](C)CO)C[C@@H]2C)cc1
  -10, -3, -8, 2, 15, 3, 1, 0.85
> Cc1ccc(S(=O)(=O)Nc2ccccc2CNc2ccccn2)cc1
  -7, -8, 42, -2, 3, -6, 1.1, 0.97
> CCOc1ccc(-n2c(=O)c3sccc3n(CC(=O)NCC3CCCO3)c2=O)cc1 (stereo not given)
  -14, 6, 2, -2, -7, -7, 0.94, 1.1
> CCOc1ccc(C(=O)OCC(=O)Nc2cccnc2Cl)cc1OCC
  -5, -1, 8, 2, -14, -4, 1, 1.1
> CN(c1ccccc1)S(=O)(=O)c1cccc(NC(=O)CSc2nnc(C3CC3)n2C)c1
  -12, -10, -8, -4, 8, -1, 1.1, 0.92
> O=C(CC(=O)Nc1ccc(Cl)cc1)N/N=C\c1cccc(F)c1
  -5, 6, -10, -4, 9, -3, 0.94, 0.91
> CCN(CC)C(=O)CSc1ncnc2sc(-c3ccccc3)cc12
  8, 8, 16, -2, 1, 13, 0.92, 0.99
> CCCCCc1c(C)nc(NCc2ccccc2)[nH]c1=O
  39, -6, 14, -3, -26, -5, 1.1, 1.3
> CCOC(=O)c1ccccc1NC(=O)c1cc(S(=O)(=O)N2CCOCC2)ccc1F
  -10, 10, 11, 0, 17, -2, 0.9, 0.83
> O=C1NCCN(Cc2cccc(Oc3ccccc3)c2)C1CC(=O)N1CCCCO1 (stereo not given)
  0, 2, -8, -2, 0, -2, 0.98, 1
> O=C(CSc1nnc(-c2cccnc2)n1CCc1ccccc1)NCc1ccccc1
  -10, 1, -9, -3, 14, 3, 0.99, 0.86
> COc1ccc(Br)cc1/C=c1\sc2nc(-c3ccco3)nn2c1=O
  33, 60*, 7, 98, -3, 20, 0.4, 1
> COc1ccc(CCn2c(=O)[nH]c3cc(C(=O)N4CCN(c5ccccc5)CC4)ccc3c2=O)cc1OC
  9, 7, 5, 1, 9, -5, 0.93, 0.91
> CC(=O)Nc1ccc(NC(=O)COc2ccc(-c3ccc(C#N)cc3)cc2)cc1
  3, 4, -2, -2, -1, 0, 0.96, 1
> COc1ccc2c(=O)c(-c3ccc(OC)c(OC)c3)coc2c1
  2, 5, 7, 1, -11, -2, 0.95, 1.1
> Cc1cc(C)c(NC(=O)c2cnn(C)c2)c(C)c1
  -4, -6, -3, -1, -4, -7, 1.1, 1
> CCOc1ccc(-n2c(SCC)nc3c(c2=O)SCC3)cc1
  -3, 1, -2, 5, 9, -4, 0.99, 0.91

(listing goes on)
Below each compound – ATG4B inh, mIAP inh, PfGluPho inh, A3A deaminase, hIAP block, HKDC1 inh, mIAP activ, hIAP act
> CN(C)c1ccc(C(=O)c2ccccc2C(=O)O)cc1[N+](=O)[O-]
  -1, -1, -10, -3, -4, 4, 1, 1
> COc1ccccc1NC(=O)c1sc2ncn(Cc3ccc(C)cc3)c(=O)c2c1C
  -5, 7, 0, 4, -4, -9, 0.93, 1
> CCC(Sc1nc2ccccc2c(=O)[nH]1)C(=O)Nc1ccc(C(C)=O)cc1 (stereo not given)
  2, 5, -1, -1, 7, 5, 0.95, 0.93
> NS(=O)(=O)c1ccc(N=Nc2c[nH]c(=O)c(O)c2)cc1
  -2, 68*, 51, 12, -12, 29, 0.32, 1.1
> C=CCNC(=O)Nc1ccc(Br)cc1Cl
  -11, -10, 10, 0, 2, 9, 1.1, 0.98
> CC(C)CN(CC(C)C)C(=O)Nc1ccccc1F
  -7, 6, -5, -1, -2, -5, 0.94, 1
> O=C(NCCCN1CCOCC1)c1cc(S(=O)(=O)N2CCOCC2)ccc1Cl
  0, -10, -7, 0, -2, -8, 1.1, 1
> O=C(C1CCCN(Cc2ccccc2Br)C1)N1CCCCC1 (stereo not given)
  -13, 0, -6, -5, 9, -5, 1, 0.91
> C=C(C)COc1ccc2c(C)c(CC(=O)OC)c(=O)oc2c1C
  -5, 0, -2, 1, -17, 7, 1, 1.2
> Cc1ccnc(NC(=O)Nc2cccc(F)c2)n1
  0, 4, -19, 3, 3, -4, 0.95, 0.97
> COCC1CCN(Cc2cn[nH]c2-c2cc(OC)c(OC)c(OC)c2)CC1
  0, 12, 1, -2, -13, -8, 0.88, 1.1
> CC(C)(C)c1ccc(NNC(=O)C2CCC2)cc1
  -12, -7, 13, 0, -1, 0, 1.1, 1
